# Source: PubChem (National Center for Advancing Translational Sciences (NCATS))
# Lipid storage S3: qHTS Assay for Lipid Storage Modulators in Drosophila S3 Cells | Drosophila S3 cells, BODIPY lipid droplet fluorescence, 18-24 h; cells fed with added oleic acid | Potency in µM for hits, for the others lipid storage change, negative = inhibition, % at the top dose, mostly 46.1 µM | actives 0.64% (n = 320,000) | AID 2685; active = well fitted inhibition curve with a large enough effect in the signal ratio, with a control signal flat, not every such curve was filed as active; inconclusive = small, poorly fitted or top-dose-only effect, or effect the other way, or a change in a side signal; the % refers to the signal ratio
#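 Drosophila S3 cells got compounds at several concentrations plus oleic acid (400 uM solution). Laser-scanning cytometry with 488 nm excitation read lipid droplets at 500-530 nm and cells at 575-640 nm. Percent activity was relative to 20 uM Triacsin C.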
# Lipid storage S3 cell count max: further read-out of Lipid storage S3, marked with its call; cell number change, %; measured here: cell count max response;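 cells counted by Cell Tracker Red CMTPX staining in the red channel; peak over a dose series mostly up to 46.1 µM; percent activity relative to internal control wells on each plate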
# * marks the source's active call; other numbers are inactive results; i = inactive; ? = inconclusive; nt = no result given; [ ] = remark or other dose. % is set by controls: 0 for no effect and ±100 for the full control effect; potency is the fitted concentration of half-maximal effect.
# Start of the data: the first three records, to show the layout:
smiles,Lipid storage S3,Lipid storage S3 cell count max
CC(=O)N1CCN(C(=O)Nc2cccc(C(F)(F)F)c2)CC1,?,nt
Cc1cccc(NC(=S)N2CCN(c3ccccc3)CC2)c1,?,nt
O=C(c1ccc(Br)o1)N(c1ccc(Br)cc1)C1C=CS(=O)(=O)C1 (centres undefined),?,nt

# The list itself, previewed entries included:
smiles,Lipid storage S3,Lipid storage S3 cell count max
CC(=O)N1CCN(C(=O)Nc2cccc(C(F)(F)F)c2)CC1,?,nt
Cc1cccc(NC(=S)N2CCN(c3ccccc3)CC2)c1,?,nt
O=C(c1ccc(Br)o1)N(c1ccc(Br)cc1)C1C=CS(=O)(=O)C1 (centres undefined),?,nt
Cc1nn(C(C)C(=O)NCCN2CCCC2)c(=O)c2c1sc1ccccc12 (centres undefined),i,-6
Cn1c(=O)n(C)c2cc(NC(=O)COc3ccc(F)cc3F)ccc21,2%,16
Cc1cc(NC(=O)c2c(-c3c(Cl)cccc3Cl)noc2C)n(C)n1,?,nt
COc1ccc(NC(=O)CN(C)C(=O)c2ccc3[nH]c4c(c3c2)CC(C)CC4)cc1 (centres undefined),?,nt
COc1ccccc1C(=O)N/C(=C\c1cn(S(=O)(=O)N(C)C)c2ccccc12)C(=O)N1CCCC1,-25%,nt
Cc1nc2ccccc2cc1OCc1ccc(Cl)cc1,?,nt
Cc1ccc(NC(=O)Nc2nnc(CSCCOc3ccc(Cl)cc3)s2)cc1,?,nt
Cc1ccc(-c2n[nH]c(=O)c3ccccc23)cc1S(=O)(=O)NCCO,?,nt
Cc1ccc(SCC(=O)O/N=C(\N)c2ccncc2)cc1,?,nt
O=C(Nc1nc(-c2cccs2)cs1)c1cccc(S(=O)(=O)N2CCCCC2)c1,?,nt
COCCNC(=O)c1ccc(CN2CCC(Cc3ccccc3)CC2)cc1,-6%,6
O=C(Nc1ccc(NC(=O)c2cccs2)cc1)c1ccc(Br)o1,?,nt
CCN(CC)c1nc(N2CCOCC2)c(C#N)c2c1CN(C)CC2,15%,-1
Cc1ccc2[nH]c3c(=O)n(CCc4cnc[nH]4)cnc3c2c1,-2%,1
CN(Cc1nc2ccccc2c(=O)[nH]1)C(=O)c1cccc(S(=O)(=O)N2CCCC2)c1,i,2
CN(CCC#N)C(=S)NC(=O)c1ccc(S(=O)(=O)N2CCOCC2)cc1,?,nt
O=C(CCC(=O)NC1CCN(Cc2ccccc2)CC1)NCc1ccco1,?,nt
O=c1c(C(c2ccc(O)cc2)c2c(O)nc3n(c2=O)CCCS3)c(O)nc2n1CCCS2,?,nt
O=C(O)CSc1cn(Cc2ccccc2)c2ccccc12,-1%,-1
Cc1ccc(O)c(NC(=O)CCC2CCCCC2)c1,?,nt
COC(=O)c1sccc1NC(=O)COc1ccc(Cl)cc1Cl,5%,-1
O=C(CN1C(=O)NC2(CCCC2)C1=O)Nc1ccc(F)c([N+](=O)[O-])c1,?,nt
CCn1ncc(Br)c1C(=O)Nc1ccc(-c2ccno2)cc1,?,nt
CCOc1ccc(C(=O)NCC(=O)OCC(=O)c2ccc3c(c2)-c2ccccc2C3)cc1,8%,1
COc1ccc(OC)c(CCNC(=O)c2nn(C)c3c2CS(=O)(=O)c2ccccc2-3)c1,?,nt
Cc1cc(SC(C)C(=O)O)nc2ccccc12 (centres undefined),6%,13
COc1ccccc1CNC(=O)C1CCCN(S(=O)(=O)c2cccc3cccnc23)C1 (centres undefined),?,nt
S=c1[nH]nc(Cc2ccc(Cl)cc2)o1,8%,12
CN(C)S(=O)(=O)c1ccc2c(c1)C(=NNC(N)=O)c1cc(S(=O)(=O)N(C)C)ccc1-2,28%,4
Cc1ccc(CN2CCC(c3nc4ccc(Cl)cc4[nH]3)CC2)cc1,-2%,-14
Cc1ccc(NC(=O)COc2ccc(/C=C3/NC(=O)NC3=O)cc2)cc1,?,nt
Cn1c(SCC(=O)Nc2ccccc2F)nnc1C1CCCCC1,?,nt
Cc1nnc(SCC(=O)Nc2ccccc2)n1CCc1ccccc1,?,nt
CCn1c(C)c(C(C)=O)c(N2CCN(c3cccc(Cl)c3)CC2)nc1=S,i,20
Fc1ccc(-c2nnn(Cc3nc4ccccc4s3)n2)cc1,?,nt
COc1ccc(C2CC(=O)NC(=O)C2)cc1,6%,-16
Cc1nc(OCC(C)C)c2sc3nc4c(cc3c2n1)COC(C)(C)C4,-1%,2
COc1ccc(C(=O)ON=C2CCN(c3ccc([N+](=O)[O-])cc3)CC2)cc1,?,nt
O=C(N/N=C/C1CC=CCC1)c1cc(-c2cccnc2)nc2ccccc12 (centres undefined),?,nt
CCOC(=O)C1CCCN(C(=O)C2c3ccccc3Oc3ccccc32)C1 (centres undefined),?,nt
O=C1CNC(=O)N1,-8%,-6
O=C(CN(C(=O)c1csnn1)c1ccccc1C(F)(F)F)NCc1ccccc1,?,nt
O=C(Cn1c(=O)[nH]c2ccccc2c1=O)N1CCN(Cc2ccc3c(c2)OCO3)CC1,?,nt
Oc1ccccc1C(=S)N1CCN(c2cccc(Cl)c2)CC1,?,nt
COc1ccc(/C=N/NC(=O)CCn2nnc3ccccc32)cc1,6%,10
Cc1cc(=O)oc2cc(OCC(=O)N3CCN(C(=O)C4COc5ccccc5O4)CC3)ccc12 (centres undefined),?,nt
N/C(Cc1cccc2ccccc12)=N\OC(=O)c1ccc2c(c1)OCO2,-9%,19

# Later entries
smiles,Lipid storage S3,Lipid storage S3 cell count max
O=C1CC(NCc2ccncc2)C(=O)N1c1ccccc1 (centres undefined),i,27
COc1ccc(CSCC(=O)Nc2ccccc2SC)cc1,?,nt
CCS(=O)(=O)N1CCN(S(=O)(=O)c2ccc3c(c2)OCCO3)CC1,?,nt
COc1ccc(-n2c(SCC(=O)Nc3sc4c(c3C#N)CCCC4)nnc2-c2ccccc2OC)cc1,3%,-10
CC(/C=N/NC(=O)c1cccc([N+](=O)[O-])c1)=C\c1ccccc1,?,nt
Cc1ccc(C(=O)C(OC(=O)CCC(=O)Nc2cccc(C)c2)c2ccccc2)cc1 (centres undefined),-8%,-2
COc1ccc(-c2nnnn2C)cc1S(=O)(=O)NCc1ccccc1,8%,-12
CCCn1c(CCNc2nc(-c3ccc(Cl)c([N+](=O)[O-])c3)cs2)nc2cc(Cl)c(Cl)cc21,-28%,16
CC(=O)NC1(c2ccccc2)CCN(Cc2nnnn2C(C)(C)C)CC1,?,nt
CS(=O)(=O)c1ccc2nc(NC(=O)CCC(=O)c3cccs3)sc2c1,i,nt
Cc1c(Cc2ccccc2)c(=O)oc2c(CN(C)C)c(O)c(Cl)cc12,?,nt
COC(=O)c1ccc(CN2CCCC(CCC(=O)NCc3ccc(C)o3)C2)cc1 (centres undefined),?,nt
COc1cccc(/C=C/C(=O)c2ccc3c(c2)OCCO3)c1OC,?,nt
CCSc1ncnc2c1sc1nc3c(cc12)COC(C)(C)C3,1%,0
N#CCC(=O)N/N=C/c1cccc(Oc2ccccc2)c1,6%[9.22 µM],21
O=C(NCCN1CCOCC1)c1cc2cc([N+](=O)[O-])ccc2s1,-10%,9
CCOc1cc(/C=N/NC(=O)CN2CCOCC2)ccc1OCc1ccccc1,3%,4
Cc1onc(-c2c(Cl)cccc2Cl)c1C(=O)N=C(N)N1CCOCC1,-11%,13
CCOC(=O)N1CCN(S(=O)(=O)c2ccc(OCC(=O)OC)cc2)CC1,?,nt
Cn1c(=O)c2c(nc(CN3CCN(c4ccc(F)cc4)CC3)n2Cc2ccccc2F)n(C)c1=O,?,nt
Cc1ccnc2nc(C(=O)Nc3ccc4c(c3)OCO4)nn12,?,nt
Cc1cc(NC(=O)CCC(=O)N(c2ccccc2F)C(C(=O)NC2CCCC2)c2ccccc2)no1 (centres undefined),?,nt
O=C(NC1CC1)c1ccc(NS(=O)(=O)c2ccc(F)cc2)cc1,16%,-8
CC(=O)c1ccc(NC(=S)N2c3ccccc3CC2C)cc1 (centres undefined),?,nt
CSc1ccc(C#N)cc1NC(=O)c1ccccc1C,?,nt
Cc1ccc(C)c(N2CCN(c3cnn(-c4nc5ccccc5s4)c(=O)c3Cl)CC2)c1,7%,4
COc1ccc(NC(=O)CNS(=O)(=O)c2cccc3nonc23)c(OC)c1,?,nt
Cc1nn2c(-n3ccnc3)c3c(nc2c1-c1ccccc1)CCC3,?,nt
CCOC(=O)C1=CCC2c3c(c4ccccc4n3C)C(=O)C1N2C(=O)OC(C)(C)C (centres undefined),?,nt
O=C(O)c1cc(Br)ccc1NS(=O)(=O)c1cccc2nsnc12,i,27
Cc1c(C(=O)NCc2ccco2)oc2c(Cl)cccc12,?,nt
c1csc(COc2ccccc2CNC2CCCCC2)c1,-1%,1
O=C1c2ccccc2NC(c2ccccc2)N1Cc1ccco1 (centres undefined),?,nt
CC(=O)c1cccc(OCC(=O)c2cc(C)n(-c3cc(C)on3)c2C)c1,?,nt
O=C(CSc1ccc2nnc(-c3ccccc3)n2n1)NCC1CCCO1 (centres undefined),5%,-2
CC(C)CN(C(=O)COC(=O)CSc1ccccc1F)c1c(N)n(Cc2ccccc2)c(=O)[nH]c1=O,?,nt
Cc1[nH]c2ccccc2c1C(=O)C(=O)N1CC(C)OC(C)C1 (centres undefined),?,nt
Cn1c(=O)c2c(O)c(Cc3ccccc3)c(=O)[nH]c2n(C)c1=O,29%,nt
Cc1cc(NC(=O)COc2ccccc2C)ccc1NC(=O)c1ccco1,i,9
COc1ccc(NC(=O)c2cc3ccccc3[nH]2)cc1,?,nt
COC(=O)c1c(C)[nH]c(C=Nc2ccc(OC)cc2)c1C,1%,-1
C=CCn1c(=O)c(C(=O)NC(C)c2ccccc2)c(O)c2ccccc21 (centres undefined),?,nt
Cc1nc2cc(NC(=O)Nc3cccc(F)c3)ccc2n1C,-8%,-9
N/C(Cn1cncn1)=N\OC(=O)c1ccc(Cl)cc1Cl,?,nt
CC(=O)Nc1cccc(C(=O)OCC(=O)Nc2c(C)nn(-c3ccccc3)c2C)c1,?,nt
O=C(Nc1ccc(Cl)cc1)c1cncs1,-7%,-21
Cc1nn(-c2ccccc2)nc1CNC(=O)CC(C)(C)C,?,nt
Cc1ccc(C(=O)NCCCNCCCNC(=O)c2ccc(C)nc2)cn1,2%,5
COc1ccc(OC)c(-c2[nH]nc3c2C(c2ccco2)C(C#N)=C(N)O3)c1 (centres undefined),?,nt
Cc1ccc(S(=O)(=O)CCC(=O)OCC(=O)c2ccc(F)cc2)cc1,10%,10

# More records:
smiles,Lipid storage S3,Lipid storage S3 cell count max
COc1nccc(-c2ccc(F)cc2)c1C#N,-8%,17
O=C(c1ccnc(Cl)c1)N1CCCC(N2CCN(c3ccccc3F)CC2)C1 (centres undefined),-18%,-8
C=CCn1cc(C(=O)NCCOC)c(=O)c2cc(S(=O)(=O)N3CCCCCC3)ccc21,?,nt
COc1ccc(C2=NO[C@@H]3C(=O)N(c4c(C)cccc4C)C(=O)[C@H]23)cc1OC,?,nt
O=C(NCCc1ccncc1)Nc1cccc(Cl)c1,?,nt
CC(=O)Nc1ccc(NC(=O)c2ccc(Cl)nc2)cc1,0%,2
O=S(=O)(NCc1ccccc1)NCc1ccccc1F,?,nt
C/C(=N\NC(=O)c1cccc(Br)c1)c1ccc(Br)cc1,?,nt
N#CC(=C1CCCC1)c1nc(-c2ccccc2O)cs1,?,nt
CCOc1ccc(C(=O)NC(=S)Nc2ccc(N3CCCCC3)cc2)cc1[N+](=O)[O-],?,nt
Cc1[nH]c(=O)[nH]c(=O)c1S(=O)(=O)N1CCOCC1,?,nt
CC1CCCC(NC(=O)CSc2nccn2C)C1C (centres undefined),-4%,6
COc1cc(S(=O)(=O)N2CCOCC2)ccc1NC(=O)c1cc2c(s1)CCC2,?,nt
NNC(=O)[C@H](Cc1ccccc1)NC(=O)Nc1ccc2c(c1)OCCO2,3%,-2
CC1CN(c2nc3ccccc3nc2C(C#N)C(=O)NCc2ccc3c(c2)OCO3)CC(C)O1 (centres undefined),i,8
COC(=O)Nc1ccc(C)c(NC(=O)OC)c1,0%,-7
CCOC(=O)Cn1c(C)c(Br)c(=O)c2cccc(C)c21,?,nt
COc1ccc(CN2CCNC(=O)C2CC(=O)N(C)Cc2nccs2)cc1OC (centres undefined),?,nt
Cc1cccc(NC(=O)CCN2C(=O)C3C4C=CC(C4)C3C2=O)n1 (centres undefined),21%,27
CCOc1ccccc1N(CC(=O)NC1CCCC1)C(=O)CCC(=O)Nc1cc(C)on1,12%,-7
CCN(CC)C(=O)CC(c1ccc(N(C)C)cc1)c1c(OC)cc(OC)c2c(-c3ccccc3)cc(=O)oc12 (centres undefined),2%,-13
COc1ccc(C(=O)Nn2c(SCc3ccc([N+](=O)[O-])cc3)nc3ccccc3c2=O)cc1,?,nt

# Three structures out of the list, sorted by number of heavy atoms, low to high:
smiles,Lipid storage S3,Lipid storage S3 cell count max
CC1CCCC(NC(=O)CSc2nccn2C)C1C (centres undefined),-4%,6
C/C(=N\NC(=O)c1cccc(Br)c1)c1ccc(Br)cc1,?,nt
CCN(CC)C(=O)CC(c1ccc(N(C)C)cc1)c1c(OC)cc(OC)c2c(-c3ccccc3)cc(=O)oc12 (centres undefined),2%,-13

# Not all compounds are listed (hit frequency here may not be typical).
